# Screens (PubChem BioAssay)
# TNAP activators: human TNAP enzyme activators, primary screen, biochemical, luminescent, no phosphate acceptor, uHTS (AID 1001). purified TNAP, luminescent activation assay, no phosphate acceptor; higher activation fold means a stronger effect. one-dose activation fold at 20 µM; EC50 in µM for titrated hits. 200,000 tested, 0.03% active; in the data active = activation fold from about 3, or a potency from the dose series; inactive = the rest, 99 in 100 with activation fold below about 1.6; also: many of its hits are not listed in these tables
# WT yeast gro inh: growth inhibition of WT strain, primary screen, mitochondrial fusion inhibitor project, WT and mutant strains, chemical genetic; mitochondrial fusion phenotypic screen; inhibition, % at 10 µM; 190,000 tested, 2.1% active; AID 1362, 2008; in the data active = inhibition above about 58%; tested in S. cerevisiae
# XIAP displacement: XIAP antagonists, biochemical, IAP family, fluorescence polarization (AID 1018) | displacement, % at 20 µM, or IC50 in µM where a hit was titrated | XIAP BIR domain, fluorescence polarization peptide displacement; higher % means a stronger effect | 200,000 tested, 0.007% active | E3 ubiquitin-protein ligase XIAP (Homo sapiens); in the data active = displacement above about 50%; also: a part of the inactive calls stands beside numbers as strong as those of hits
# PMI inhibition: human PMI inhibitors, high substrate, primary screen, biochemical, fluorescence intensity, high mannose 6-phosphate (AID 1220). one-dose inhibition, % at 20 µM; IC50 in µM for titrated hits. 190,000 tested, 0.66% active. recombinant PMI enzyme, coupled fluorescence intensity; higher % means a stronger effect
# LYP phosphatase: inhibitors of LYP phosphatase, biochemical, fluorescence intensity, uHTS (AID 1779); Tyrosine-protein phosphatase non-receptor type 22 (Homo sapiens); recombinant LYP phosphatase, fluorescence intensity; higher % means a stronger effect; inhibition, % at 11.5 µM, or IC50 in µM where a hit was titrated; 290,000 tested, 0.054% active;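 also: plate controls were vehicle with enzyme for no effect and no enzyme for full effect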
# P. falciparum M17LAP: P. falciparum M17LAP inhibitors, primary screen, biochemical, fluorogenic H-Leu-NHMec substrate, 1536-well (AID 1619); Leucine aminopeptidase (Plasmodium falciparum (isolate 3D7)); recombinant M17LAP, H-Leu-NHMec fluorogenic kinetic assay; higher % means a stronger effect; one-dose inhibition, % at 30 µM; IC50 in µM for titrated hits; 220,000 tested, 0.38% active;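 active = compound inhibiting the enzyme by more than half at any dose during confirmatory dose-response retesting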;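 also: plate controls were full reaction with DMSO carrier for no effect and no enzyme background for full effect; strong numbers were not always called active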
# M1AAP inhibition: P. falciparum M1AAP inhibitors, biochemical, fluorogenic H-Leu-NHMec substrate, 1536-well (AID 1445). Aminopeptidase N (Plasmodium falciparum (isolate 3D7)). recombinant M1AAP, H-Leu-NHMec fluorogenic kinetic assay; higher % means a stronger effect. one-dose inhibition, % at 30 µM; IC50 in µM for titrated hits. 220,000 tested, 0.42% active;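 active = primary inhibition above the hit cutoff, then over 50% inhibition at one or more dose response concentrations, cut at about 23% in these data, passing the limit was not always enough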;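 also: plate controls were DMSO full reaction for no effect and no enzyme background for full effect; strong numbers were not always called active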
# Yfh1-depleted yeast: enhancers of respiration in Yfh1-depleted yeast, dose response, Friedreich's ataxia, plus single-dose screen (AID 1465); fold induction at 50 µM, or EC50 in µM where a hit was titrated; S. cerevisiae Yfh1-off respiration, WST-1 reduction, 72 h; higher fold induction means a stronger effect; 220,000 tested, 0.074% active;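 active = fold induction of absorbance versus untreated yeast above a set limit, then at least 30% activation at any dose in follow-up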;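 also: activators that raise dye reduction in frataxin-depleted yeast; strong numbers were not always called active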
# PMI inhibitors: inhibitors of human PMI, primary screen, biochemical, fluorescence intensity, coupled assay (AID 1209) | Mannose-6-phosphate isomerase (Homo sapiens) | purified PMI enzyme, coupled fluorescence intensity; higher % means a stronger effect | inhibition, % at 20 µM; hits with a dose series show IC50 in µM | 190,000 tested, 0.42% active;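 also: plate controls were DMSO vehicle for no effect and wells lacking substrate for full effect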
# WT yeast gro inh mutant strain: second read-out of WT yeast gro inh, no call of its own (marks repeat the call); inhibition, %; mitochondrial fusion phenotypic screen, mutant strain inhibition
# * hit, by the source's call; i = inactive; · = not tested or not shown. Rule as the data show it, unless noted: active = inhibition above about 50%; inactive = the rest.
SMILES,TNAP activators,WT yeast gro inh,WT yeast gro inh mutant strain,XIAP displacement,PMI inhibition,LYP phosphatase,P. falciparum M17LAP,M1AAP inhibition,Yfh1-depleted yeast,PMI inhibitors
O=C1CCCCCC1C1(O)C(=O)Nc2ccc(Br)cc21 (stereo not given),1.1,2,-4,-0.1%,-4%,-10%,0%,7%,i,-5%
COc1ccc(CNC(=O)CN2CCN(S(=O)(=O)c3cccs3)CC2)cc1OC,1.1,1,-7,-13%,10%,-5%,14%,-1%,i,6%
COc1ccc(CNC(=O)COC(=O)c2n[nH]c3ccccc23)cc1,0.8,18,10,-2.2%,0%,-8%,14%,-1%,i,-2%
O=C1C=C(NCc2ccco2)C2(CCCCC2)O1,1.1,8,13,-9.5%,6%,-6%,1%,7%,i,12%
COc1cc(C)c(S(=O)(=O)N2CCCC2)cc1C(C)C,1.1,-3,13,-2.5%,-5%,-6%,-6%,-2%,i,-2%
Cc1cccnc1NC(=O)C1c2ccccc2Oc2ccccc21,1.1,-8,-10,-0.9%,-9%,-9%,-4%,5%,i,-5%
O=C1OCc2ccc(NC(=O)C3CC3)cc21,0.9,-3,-3,-8.6%,-5%,2%,5%,1%,i,-3%
CCOC(=O)N1CCC(NS(=O)(=O)c2cc3c(cc2C)NC(=O)CO3)CC1,1,-6,20,-0.6%,-9%,-9%,-1%,0%,i,-8%
Cc1cc(C)cc(N(CC(=O)NC2CCC(C)CC2)S(=O)(=O)c2c(C)[nH]c(=O)[nH]c2=O)c1 (stereo not given),·,·,·,·,·,1%,-2%,-1%,i,·
CC1(C)CC(=O)C(C=Nc2ccc3c(c2)OCO3)=C(O)C1,1.1,21,24,0.2%,14%,-1%,16%,8%,i,17%
O=C(/C=C/c1ccc(F)cc1)NC(Cc1c[nH]c2ccccc12)C(=O)O (stereo not given),1.1,6,1,-4.9%,8%,-5%,8%,3%,i,3%
COC(=O)c1ccc(-c2ccc(/C=N/N3C(=O)C4C5C=CC(CC5)C4C3=O)o2)cc1 (stereo not given),1,12,0,9.6%,12%,-7%,9%,9%,i,15%
CC(C)Oc1ccc(C(=O)NC(Cc2c[nH]c3ccccc23)C(=O)NN)cc1 (stereo not given),·,·,·,·,·,-5%,9%,3%,i,·
Cc1cc(C)n2nc(C(=O)OCC(=O)Nc3ccc4c(c3)OCO4)nc2n1,1.1,-2,7,-8.7%,12%,-8%,2%,5%,i,-1%
COc1ccccc1N(CC(=O)N/N=C/c1ccc(OCC(=O)NCc2ccco2)cc1)S(=O)(=O)c1ccc(C)cc1,0.9,-5,7,-48%,15%,2%,-5%,-2%,i,6%
COc1ccccc1-c1ccc(/C=C2/C=C(C)OC2=O)o1,0.8,1,1,-0.6%,-95%,4%,-174%,18%,i,-60%
S=C(c1c[nH]c2ccc(Br)cc12)N1CCOCC1,1,7,-3,-6.0%,-3%,-4%,4%,2%,i,5%
O=C(c1ccc(=O)oc1)N1CCC(C(O)(c2ccccc2)c2ccccc2)CC1,·,·,·,·,·,-3%,5%,8%,i,·
COc1ccccc1NC(=O)N(c1c(N)n(Cc2ccccc2)c(=O)[nH]c1=O)C1CCCC1,1.1,-1,4,-3.8%,-1%,-5%,3%,32%,i,3%
Cc1cccc(N/C(N)=N/c2nc3c(c(=O)[nH]2)CCCC3)c1,1.1,4,7,-3.3%,6%,1%,3%,10%,i,6%
Cc1ccc(-n2cc(-c3ccccc3)[nH]c2=O)cc1F,1,17,13,-1.5%,-45%,-2%,4%,6%,i,-23%
Cc1onc(-c2ccccc2)c1C(=O)Nc1sc2c(c1C#N)CCC2,1.2,26,4,-4.4%,-20%,5%,2%,21%,i,-4%
CCC(=O)Nc1cccc(C2=NOC3(C2)C[C@@H](C(N)=O)N(C(=O)C(c2ccccc2)c2ccccc2)C3)c1 (stereo not given in full),·,·,·,·,·,-4%,7%,-1%,i,·
Cc1[nH]c2ccccc2c1CC(=O)O,1,-3,2,-5.4%,1%,-5%,-4%,7%,i,12%
COc1ccc(OC)c(-n2c(Cn3c(-c4ccccn4)nc4ccccc43)n[nH]c2=S)c1,1,1,5,-7.6%,16%,-7%,10%,8%,i,5%
O=C(/C=C/c1cccnc1)c1ccc(O)cc1,·,·,·,·,·,-7%,7%,9%,i,·
O=C(CSc1nnc(Cc2cccs2)n1CCc1ccccc1)N1CCCc2ccccc21,1,13,-5,-1.6%,-16%,2%,-5%,-4%,i,-9%
Cc1cc(C)n(CC(O)Cn2ccc3ccccc32)n1 (stereo not given),1.1,16,16,-0.3%,6%,-12%,10%,4%,i,11%
N#Cc1cccc(NC(=O)CSc2ccccc2)c1,1.1,-14,-12,-4.6%,6%,-8%,-1%,-1%,i,9%
CC1CCCN(C(=O)C2CCN(CC(C)c3ccccc3)CC2)C1 (stereo not given),1.1,-12,-7,-1.1%,20%,-1%,-10%,2%,i,14%
COC(=O)c1cccc(NC(=O)CSc2nnc(C)n2Cc2ccccc2)c1,1.1,-6,7,-7.0%,2%,-8%,4%,1%,i,-9%
CC(C)n1cc(/C=N/NC(=O)COc2cccc3cccnc23)c2ccccc21,0.9,-4,-4,-0.8%,-6%,4%,9%,-7%,i,12%
C=CCn1c(SCc2nc3sc(C(=O)O)c(C)c3c(=O)[nH]2)nnc1-c1ccc(C(C)(C)C)cc1,·,·,·,·,·,0%,13%,8%,i,·
COc1ccc(Cc2nnc(N/N=C/c3ccc(C)o3)[nH]c2=O)cc1,1.2,-4,-2,-2.9%,4%,-5%,-1%,0%,i,3%
CC(OC(=O)Cc1c(F)cccc1Cl)C(=O)NCCC1=CCCCC1 (stereo not given),1.1,-13,-8,-7.8%,3%,-5%,5%,-2%,i,0%
CCCC1(C(=O)OC)NC(c2ccc(OC)c(OC)c2)C2C(=O)N(c3ccc4c(c3)OCO4)C(=O)C21 (stereo not given),1.1,14,25,-2.4%,12%,-1%,-1%,0%,i,18%
CCN1CCCC1CNC(=O)C(=O)NC1CC1 (stereo not given),1.1,0,-21,-1.2%,2%,1%,-12%,-6%,i,-1%
Cc1ccc(NC(=O)CN(C)CC(=O)Nc2cccc(F)c2)cc1S(=O)(=O)N1CCCCCC1,1.1,-18,-1,-5.7%,3%,5%,1%,3%,i,8%
CCn1c(SCC(=O)Nc2ccc(C(=O)OC)cc2)nnc1-c1cccs1,1.1,-8,-10,-5.9%,12%,2%,-2%,-3%,i,9%
O=C(Nc1ccc(Cl)cc1)Nc1nnc(-c2ccncc2)s1,1.2,6,7,-1.1%,0%,-2%,-3%,1%,i,-2%
CCOC(=O)N1N=C(c2ccc(C)cc2)CC1(O)C(F)(F)F (stereo not given),1.1,-2,10,-5.5%,5%,-2%,1%,-3%,i,4%
COc1ccc2[nH]c3nc(SCc4nnc(-c5ccccc5)o4)nnc3c2c1,1,-4,-14,-4.6%,4%,-8%,2%,-8%,i,4%
CCCS(=O)(=O)c1ccc(COC(=O)c2ccc(NC(C)=O)cc2)cc1,1.1,1,1,-1.4%,0%,-4%,0%,11%,i,4%
C=CCOc1ccc(/C(CC)=N/O)cc1OC,1.1,-4,-9,-5.3%,3%,-6%,-7%,1%,i,1%
COc1ccc(OC)c(NC(=O)[C@H]2CC=CC[C@H]2C(=O)O)c1,1,-3,18,-3.8%,24%,-4%,18µM*,-4%,i,14%
O=C(CS(=O)(=O)c1ccccc1)Nc1ccc(N2CCOCC2)cc1,0.9,-12,-6,-6.2%,-2%,9%,-1%,5%,i,4%
CCn1c(SCC(=O)Nc2cccc(NC(=O)c3cccs3)c2)nnc1-c1ccncc1,1.1,4,-5,-2.3%,5%,0%,0%,3%,i,2%
Cc1nn(-c2cccc(Cl)c2)c(Cl)c1/C=N/NC(=O)c1cccnc1,1.1,7,-3,-7.2%,56%*,-5%,1%,6%,i,13%
CC(C)(C)Nc1nc(Oc2ccc(=O)n(-c3ccccc3)n2)nc(N2CCOCC2)n1,1,-23,-29,-2.4%,20%,-1%,1%,-4%,i,17%
O=C1CC(N2CCN(c3ccccn3)CC2)C(=O)N1c1ccc(F)cc1 (stereo not given),1,1,10,-6.8%,-3%,-5%,-1%,1%,i,-10%

# Four compounds drawn at random from those above, as already listed:
SMILES,TNAP activators,WT yeast gro inh,WT yeast gro inh mutant strain,XIAP displacement,PMI inhibition,LYP phosphatase,P. falciparum M17LAP,M1AAP inhibition,Yfh1-depleted yeast,PMI inhibitors
CCn1c(SCC(=O)Nc2cccc(NC(=O)c3cccs3)c2)nnc1-c1ccncc1,1.1,4,-5,-2.3%,5%,0%,0%,3%,i,2%
CC(C)(C)Nc1nc(Oc2ccc(=O)n(-c3ccccc3)n2)nc(N2CCOCC2)n1,1,-23,-29,-2.4%,20%,-1%,1%,-4%,i,17%
C=CCOc1ccc(/C(CC)=N/O)cc1OC,1.1,-4,-9,-5.3%,3%,-6%,-7%,1%,i,1%
CCOC(=O)N1N=C(c2ccc(C)cc2)CC1(O)C(F)(F)F (stereo not given),1.1,-2,10,-5.5%,5%,-2%,1%,-3%,i,4%

# (list continues)
SMILES,TNAP activators,WT yeast gro inh,WT yeast gro inh mutant strain,XIAP displacement,PMI inhibition,LYP phosphatase,P. falciparum M17LAP,M1AAP inhibition,Yfh1-depleted yeast,PMI inhibitors
Cc1ccc(S(=O)(=O)N2CCOCC2)cc1C(=O)NC(=S)N1CC(C)OC(C)C1 (stereo not given),·,·,·,·,·,6%,0%,11%,i,·
CCSC1=NCCN1S(=O)(=O)c1ccc(NC(C)=O)cc1,1.1,-10,-12,1.0%,-5%,-5%,3%,-1%,·,-3%
CCOC(=O)CSc1ncnc2c1cnn2-c1ccccc1,1,31,12,-11%,13%,-6%,-5%,-6%,i,17%
CCN1CCN(Cc2ccc(NC(=O)c3ccc(C)c(NC(=O)c4ccnnc4)c3)cc2C(F)(F)F)CC1,·,·,·,·,·,-9%,8%,3%,i,·
O=C(CSc1nnc(Cc2ccccc2)o1)NCCc1ccccc1,1.1,13,1,-6.5%,6%,-4%,19%,-13%,i,18%
O=C(Cc1cccs1)Nc1ccccc1C(=O)O,1.2,4,-2,-4.3%,4%,0%,0%,0%,i,11%
CC(C(=O)OCC(=O)c1ccc([N+](=O)[O-])cc1)N1C(=O)C2C3CCC(C3)C2C1=O (stereo not given),1,3,7,-3.9%,-9%,-5%,3%,1%,i,-16%
Cc1ccc(CN(Cc2ccco2)C(=S)NCC(=O)NCc2cccnc2)cc1,1.3,5,17,-12%,7%,6%,18%,3%,i,23%
CN(C)C(/C=C/Nc1ccc(O)cc1)=C(C#N)C#N,1,3,2,-4.0%,12%,0%,9%,7%,i,-1%
Cc1cc(C)cc(NC(=O)C(c2ccccc2)N2CCCC2)c1 (stereo not given),1.1,-2,-22,-0.5%,6%,-6%,7%,23%,i,6%
CC(C)CNS(=O)(=O)c1ccc(CCC(=O)Nc2ccc3c(c2)OCO3)cc1,1.1,18,6,-4.5%,-1%,-5%,-6%,16%,i,4%
